HCV core dimer – HCV core protein dimerization inhibition; 300,000 compounds, 0.33% hits; inhibition, % at 5 µM; TR-FRET GST/Flag-core106 dimerization, 1536-well;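 active = inhibition above the mean of all tested compounds plus 3 SD, set per screening campaign, cut at about 45% in these data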
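test system = GST/Flag-tagged HCV core106 proteins | probe or stimulus = Eu donor and XL665 acceptor anti-tag antibodies | times = compound-protein-antibody incubation 4 h at 22.5 °C | signal = TR-FRET, excitation 340 nm, emission 617 and 671 nm | measure = percent inhibition of core106 dimerization signal | controls = wells lacking GST-core106 and wells with excess unlabelled core106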
AHR act – activators of human aryl hydrocarbon receptor; P35869; AHR-responsive luciferase reporter cells, luminescence; activation, % at 5 µM; 320,000 compounds, 2.5% hits; AID 2796; in the data active = activation above about 47%;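 also: 0% = vehicle wells and 100% = reference agonist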
Target sequence (P35869 whole entry, looked up): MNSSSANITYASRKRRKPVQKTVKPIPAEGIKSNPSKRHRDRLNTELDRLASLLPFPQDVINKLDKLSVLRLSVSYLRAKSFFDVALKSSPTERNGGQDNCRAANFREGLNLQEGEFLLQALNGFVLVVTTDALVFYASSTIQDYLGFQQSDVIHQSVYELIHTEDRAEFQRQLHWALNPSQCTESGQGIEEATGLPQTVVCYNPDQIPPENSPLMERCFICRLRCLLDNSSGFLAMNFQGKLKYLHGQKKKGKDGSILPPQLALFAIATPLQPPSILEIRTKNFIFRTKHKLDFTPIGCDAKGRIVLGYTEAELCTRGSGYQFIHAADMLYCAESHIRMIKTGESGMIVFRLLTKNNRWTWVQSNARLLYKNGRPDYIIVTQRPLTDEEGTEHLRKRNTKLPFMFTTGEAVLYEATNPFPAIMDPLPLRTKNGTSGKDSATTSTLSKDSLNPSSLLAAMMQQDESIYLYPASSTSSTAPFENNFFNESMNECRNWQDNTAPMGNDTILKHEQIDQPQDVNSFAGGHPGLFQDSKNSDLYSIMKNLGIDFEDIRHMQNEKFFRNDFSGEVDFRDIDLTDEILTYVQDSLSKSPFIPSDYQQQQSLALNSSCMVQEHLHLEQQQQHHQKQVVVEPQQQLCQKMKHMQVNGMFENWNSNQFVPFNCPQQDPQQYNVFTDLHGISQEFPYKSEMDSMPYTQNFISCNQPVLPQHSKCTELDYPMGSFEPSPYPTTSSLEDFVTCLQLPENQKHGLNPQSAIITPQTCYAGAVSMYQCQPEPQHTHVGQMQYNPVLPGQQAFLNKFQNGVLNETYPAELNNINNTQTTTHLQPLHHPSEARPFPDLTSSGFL
PP5 primary – inhibitors of human protein phosphatase 5 (PP5); P53041; purified PP5c, OMFP substrate fluorescence; inhibition, % at 6.7 µM; 320,000 compounds, 0.18% hits;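 active = inhibition above the campaign's mean inhibition across all tested compounds plus 3 SD, cut at about 9.5% in these data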;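 also: 0% = DMSO only and 100% = 100 µM cantharidin control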
PAFAH2 FP inh – PAFAH2 (human) inhibition; AID 492956; Q99487; inhibition, % at 3.39 µM; 340,000 compounds, 0.99% hits; recombinant PAFAH2, FP-rhodamine activity probe, fluorescence polarization;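 active = inhibition above the mean over all tested compounds plus 3 SD, cut at about 30% in these data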;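 also: inhibitors block probe labeling of enzyme so polarization drops; 0% = enzyme with DMSO and 100% = wells lacking PAFAH2 protein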
TPT1 inh – C. albicans TPT1 enzyme inhibition; AID 1962; recombinant caTPT1, FP RNA substrate dephosphorylation; 300,000 compounds, 0.81% hits; inhibition, % at 5 µM;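 active = inhibition above the mean of all tested compounds plus 3 SD, set per screening campaign, cut at about 24% in these data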;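 also: plate controls were DMSO alone for no effect and ferristatin control at 100 nM for full effect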
proCasp3 act – activates human procaspase-3; P42574; recombinant procaspase-3 D3A, Ac-DEVD-pNA absorbance 405 nm; activation, % at 8.5 µM; 330,000 compounds, 0.11% hits; AID 463141;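 active = activation above the mean of all tested compounds plus 3 SD, cut at about 21% in these data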;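 also: 0% = DMSO alone and 100% = DMSO wells spiked with extra 5 µM PC-3 D3A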
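Assay system: Procaspase-3 D3A mutant, all three cleavage aspartates alanine. Buffer or medium: Zinc-free HEPES saline buffer with Triton X-100. Times: 1 h compound preincubation, 2 h substrate hydrolysis at 25 °C. Measured by: 405 nm absorbance of p-nitroaniline, reads at 0 and 120 min. Read-out basis: percent activation relative to control range. Replicates: singlicate.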
procasp7 counter – counter-screen: procaspase-7 (human) activation; recombinant procaspase-7, Ac-DEVD-pNA absorbance 405 nm; D23A/D198A/D206A triple mutant, cannot self-cleave; scale: DMSO 0, 5 µM enzyme 100; activation, % at 8.5 µM; 330,000 compounds, 0.093% hits; AID 463210;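 active = percent activation above the screen-wide mean plus 3 SD, cut at about 25% in these data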
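System: Procaspase-7 triple mutant (PC-7 D3A); measure: % activation from two-timepoint absorbance difference, scaled to controls; times: 1 h compound preincubation, 2 h substrate cleavage, 25 °C; also added: Ac-DEVD-pNA substrate, 400 µM as added; measured by: Epi-absorbance of released pNA at 405 nm, two timepoints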
PP1 counter – blocks human PP1-alpha phosphatase, a PP5 counter-screen | P62136 | purified PP1alpha, OMFP fluorescence | inhibition, % at 6.7 µM | 320,000 compounds, 0.9% hits | AID 2235;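 active = inhibition above the mean inhibition of all tested compounds plus 3 SD, computed separately for each screening campaign, cut at about 15% in these data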
CTSL1 counter – cathepsin L1 inhibition, PFM18AAP counter-screen; recombinant F. hepatica cathepsin L1, Z-Leu-Arg-MCA fluorescence; inhibition, % at 5.96 µM; 300,000 compounds, 0.49% hits;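 active = inhibition above the mean of all tested compounds plus 3 SD, set per screening campaign, cut at about 17% in these data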;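 also: 0% = plate median of test compound wells and 100% = 1 µM Z-Phe-Ala-diazomethylketone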
Active calls of the source: *; · = not tested or not shown. Compounds as they come; overall some 5.6% were active at least once.

SMILES	HCV core dimer	AHR act	PP5 primary	PAFAH2 FP inh	TPT1 inh	proCasp3 act	procasp7 counter	PP1 counter	CTSL1 counter
CC(/C=C/c1ccccc1)=N\NC(=O)c1ccncc1	0	5	-1.1	2	0	6	3	-2	3
CC(C)C(=O)n1nc(-c2cccnc2)nc1NCc1ccc(F)cc1	3	18	-2.3	5	0	6	1	-4	-10
CCOC(=O)C(=O)Nc1ccccc1C#N	-2	1	0.0	2	0	-7	-3	-2	0
CCN(CC(=O)NCc1ccc(Cl)cc1)C(=O)COc1cccc(Cl)c1	-9	-1	0.9	-1	-4	-1	-3	-4	-1
CC(=O)OCC(=O)NCc1ccc2c(c1)OCO2	-5	1	-3.3	1	-4	5	-1	0	2
O=C(O)c1ccc(CNC(=O)c2ccc(Br)o2)cc1	-2	10	-0.3	6	-2	1	5	2	0
O=C(NC(=O)c1cc([N+](=O)[O-])ccc1Cl)C1=C(N2CCCC2)COC1=O	·	1	·	2	·	9	-3	·	·
CSc1ccc(S(=O)(=O)NCC(=O)OC2CCOC2=O)cc1[N+](=O)[O-] (stereo not given)	4	1	-1.0	-1	2	8	7	-7	-26
COc1ccccc1CNC(=O)c1cc2c(=O)[nH]c3ccccc3c2n1C	1	0	0.9	·	-3	-3	-6	2	-4
CC(C)(C)c1ccc(C(=O)Nc2ccc3c(c2)C(=O)NC3=O)cc1	9	-5	1.1	-2	1	-2	1	-3	-2
Fc1ccc(NC(=S)NCc2cccnc2)cc1	6	-3	1.2	2	-2	3	-1	0	-4
O=C(c1cccs1)N1CCC2(O)CCCCC2C1c1ccc(F)cc1 (stereo not given)	-7	-1	0.5	5	-2	-16	-3	1	-2
CCOC(=O)c1sc(NC(=S)NC(=O)c2ccccc2Cl)c(C(=O)OCC)c1C	-9	2	-4.4	3	-6	3	-9	-2	4
CSc1nnc(Cn2c(=O)sc3ccccc32)n1-c1cccc(Cl)c1	6	5	1.2	8	3	2	-1	-1	-4
O=[N+]([O-])c1ccc2nc(N3CCCC3)sc2c1	-8	0	0.1	10	1	-30	-12	9	5
CCCCN(C(=O)c1cc(S(=O)(=O)N2CCOCC2)ccc1Cl)c1c(N)n(CC(C)C)c(=O)[nH]c1=O	0	13	-0.8	4	-3	-7	4	-4	-5
Cc1cc(C)n2nc(C(=O)OCC(=O)NCc3ccc(Cl)cc3)nc2n1	·	0	2.5	-3	·	-3	-1	0	·
Fc1ccc(CNCc2ccccc2C(F)(F)F)cc1	-11	0	3.5	-1	-2	1	2	0	0
Cc1cc(C)nc(N/N=C/c2ccc(Cl)cc2)n1	5	47	2.6	1	-2	9	7	-7	0
CC(=O)c1ccc(NC(=S)N2CCN(S(=O)(=O)c3ccc(F)cc3)CC2)cc1	10	0	0.1	-2	0	-4	-3	-4	0

Brought forward from above: seven compounds, then new ones.
SMILES	HCV core dimer	AHR act	PP5 primary	PAFAH2 FP inh	TPT1 inh	proCasp3 act	procasp7 counter	PP1 counter	CTSL1 counter
CSc1nnc(Cn2c(=O)sc3ccccc32)n1-c1cccc(Cl)c1	6	5	1.2	8	3	2	-1	-1	-4
O=[N+]([O-])c1ccc2nc(N3CCCC3)sc2c1	-8	0	0.1	10	1	-30	-12	9	5
CCCCN(C(=O)c1cc(S(=O)(=O)N2CCOCC2)ccc1Cl)c1c(N)n(CC(C)C)c(=O)[nH]c1=O	0	13	-0.8	4	-3	-7	4	-4	-5
Cc1cc(C)n2nc(C(=O)OCC(=O)NCc3ccc(Cl)cc3)nc2n1	·	0	2.5	-3	·	-3	-1	0	·
Fc1ccc(CNCc2ccccc2C(F)(F)F)cc1	-11	0	3.5	-1	-2	1	2	0	0
Cc1cc(C)nc(N/N=C/c2ccc(Cl)cc2)n1	5	47	2.6	1	-2	9	7	-7	0
CC(=O)c1ccc(NC(=S)N2CCN(S(=O)(=O)c3ccc(F)cc3)CC2)cc1	10	0	0.1	-2	0	-4	-3	-4	0
CC(=O)c1ccc(NC(=O)CN2CCCCCC2)cc1	12	-4	1.0	-5	2	10	2	-4	2
CCN(CC)CCNC(C(=O)Nc1cccc(C(C)=O)c1)c1ccccc1 (stereo not given)	-4	2	-1.4	-6	2	-3	-4	1	3
CC(=O)c1ccc(NC(=S)NN2C(C)CCCC2C)cc1 (stereo not given)	1	-2	-1.8	-1	3	-8	7	-4	-1
Cc1ccc(C(C[N+](=O)[O-])c2c(N)n(C)c(=O)n(C)c2=O)cc1 (stereo not given)	0	3	1.5	6	1	-7	2	-6	-5
CN(C)/C=C1\C=C(c2ccccc2)OC1=O	-20	-6	3.2	-10	1	-1	-9	-2	7
CCCn1c(C)cc(/C=C(\C#N)C(=O)OCC(=O)NC(=O)NCC)c1C	8	-2	2.2	-1	2	-3	5	-1	1
CCNC(=O)COC(=O)COc1ccc(Cl)cc1C	4	4	4.0	2	-1	-7	6	-1	-26
CCN1CCCC(OC(=O)C(c2ccccc2)c2ccccc2)C1 (stereo not given)	11	-2	-1.5	3	-1	1	5	-2	3
C/C=C(\C)C(=O)NCCN1C2=NC[C@H](C(C)C)N2C[C@H]1Cc1ccc(O)cc1	-3	1	4.2	-6	0	8	0	-3	0
Cc1ccc(-c2csc3ncnc(SCC(=O)NCc4ccc5c(c4)OCO5)c23)cc1	-10	3	0.2	2	1	7	-1	13	1
COc1ccnc(Oc2ccc(F)cc2)c1C#N	4	-5	3.0	·	-4	-12	-2	3	-5
COc1ccccc1C(=O)Nc1cc2cc(Br)ccc2oc1=O	6	23	-0.7	-3	0	-4	-7	0	-6
CCC(C(=O)NCCc1ccc(OC)cc1OC)n1nc(C)n2c(cc3occc32)c1=O (stereo not given)	-9	7	0.7	-2	4	-1	0	-1	2
Cc1cc(C)c2nc(N3CCC(C(=O)N4CCN(c5ncccn5)CC4)CC3)sc2c1	0	0	-1.3	-10	0	2	-4	-5	9
CC(=O)Nc1ccc(C=NNc2ccc(S(=O)(=O)Nc3ccccc3C(=O)O)cc2[N+](=O)[O-])cc1	·	-2	·	29	·	4	2	·	·
Fc1ccc(NC(=S)N/N=C/c2ccc(F)c(F)c2)cc1	2	15	0.4	-3	-1	5	-11	1	5
Cc1ccc(C(=O)OCc2cc(=O)n3c(C)csc3n2)s1	·	1	0.0	1	·	6	17	0	·
O=C(NC1CCCC1)C(c1ccc(F)cc1)N(Cc1ccc(F)cc1)C(=O)CCl (stereo not given)	-1	9	1.2	0	3	7	-12	-2	51*
COc1cc(C(=O)NCc2cccnc2)ccc1OCC(=O)Nc1cccc(C(F)(F)F)c1	4	1	4.4	-2	1	-1	-13	-15	-7
CCN(CC#CCC1(O)c2ccccc2-c2ccccc21)CCO	-6	1	-0.6	2	21	-10	5	0	1
O=C(COC(=O)Cc1cccc(C(F)(F)F)c1)NCC1CCCO1 (stereo not given)	1	7	0.8	-11	-5	6	-3	-2	-4
COc1cc(-c2nnc(SC/C=C/c3ccccc3)n2N)cc(OC)c1OC	8	2	3.1	-4	-4	1	-1	1	5
Oc1ccc(F)cc1-c1cc(-c2ccc3c(c2)OCCO3)n[nH]1	2	9	4.5	-5	2	11	-8	0	1
CC(C)C(=O)N1CCN(c2ccccc2NC(=O)c2cccc3ccccc23)CC1	13	5	1.8	-1	3	-4	-15	2	4
O=C(COC(=O)CCc1ccccc1)NC1CCS(=O)(=O)C1 (stereo not given)	2	1	-1.8	9	1	3	0	-2	1
C/C(Cc1ccccc1)=N\NC(=O)CNC(=O)c1ccccc1Br	3	-1	0.0	-12	-3	12	7	-2	1
Cc1ccccc1NC(=O)COC(=O)CN1C(=O)NC(C)(C)C1=O	-3	2	0.7	3	2	6	-1	-3	-11
Cc1ccc2sc(N(CCN(C)C)C(=O)/C=C/c3cccs3)nc2c1C	-7	6	4.3	0	-1	1	-10	7	1
COC(=O)CCC(=O)NC(=S)Nc1c(C)cccc1C	-5	1	0.2	-3	-7	-1	2	-1	1
N#CCC1c2ccccc2CCN1C(=O)Nc1ccc(Cl)cc1 (stereo not given)	0	30	1.4	-1	-2	13	0	3	-1
O=C(O)c1ccc(Cl)c(S(=O)(=O)Nc2ccccc2Cc2ccccc2)c1	10	0	-0.7	-6	-1	4	6	3	1
O=C(O)C1=NN(c2ccccc2)C(=O)C1	-2	1	-3.1	11	-2	-4	1	29*	-4
CC(=O)Nc1ccc(NC(=O)C(C)OC(=O)C2CCN(S(=O)(=O)c3ccc4c(c3)OCCO4)CC2)cc1 (stereo not given)	-6	0	0.0	12	-1	4	0	0	6
COC(=O)c1cccc(C(=O)N2CCC(CCC(=O)NCc3ccc(F)cc3)CC2)c1	-2	2	2.1	-1	-5	-1	14	0	-2
O=C(CSc1ncnc2c1oc1ccccc12)Nc1nc2ccccc2s1	3	7	2.6	-7	-1	6	-3	3	2
Clc1ccc(Oc2cccc(/C=N/n3cnnc3)c2)cc1	3	9	3.2	3	-1	6	10	4	4
Cc1ccccc1-n1nc(C)c(N=O)c1N	-4	5	-2.3	3	-2	10	4	3	3
O=C(c1ccc(C#CC2(O)CCCCC2)cc1)N1CCN(Cc2ccccc2)CC1	2	6	3.8	3	-2	4	5	1	-3
CCOc1ccccc1OCCCC(=O)Nc1cccc(S(=O)(=O)N2CCOCC2)c1	·	0	-0.4	4	·	7	-2	-6	·
Cc1cc(C(=O)NCC(c2cccs2)N2CCOCC2)ccc1[N+](=O)[O-] (stereo not given)	-7	27	2.1	-3	2	0	2	-3	-2
FC(F)(F)COc1ccc(-n2ccnc2)nn1	-3	0	-0.6	-11	1	1	10	-3	-1
Cc1ccc(C(=O)OCC(=O)Nc2cc(S(C)(=O)=O)ccc2Cl)cc1S(=O)(=O)N1CCCCC1	7	-3	3.0	64*	-1	5	-3	-1	-9
CC(=O)Nc1nc2c(F)cccc2s1	-14	46	-1.0	-1	6	5	8	-2	-2
CCCCOc1ccc(C(=O)Oc2cc(C)[nH]c(=O)c2[N+](=O)[O-])cc1	0	1	1.4	1	1	-3	-6	-2	-3
CCCNC(=O)c1cccc(Cn2cc(Br)c([N+](=O)[O-])n2)c1	4	1	-0.6	-2	-1	4	4	1	-1
Cc1nnc(NC(=O)c2ccc(S(=O)(=O)N3CC(C)CC(C)C3)cc2)o1 (stereo not given)	-3	2	1.2	-5	-1	-3	14	22*	0
CC(=O)N(Cc1nc2sc(C)c(C)c2c(=O)[nH]1)C1CCCC1	1	0	-0.9	1	4	3	2	-7	27*
O=C(COC(=O)CCc1ccc(S(=O)(=O)N2CCOCC2)cc1)Nc1cccc(Cl)c1	6	2	0.0	1	2	8	5	-5	-9
O=C(Nc1ccncc1)c1cc(S(=O)(=O)N2CCCC2)ccc1Cl	·	1	·	3	·	-2	-3	·	·
Cc1cc(C)nc(N2CCC(C(=O)NCc3cccc(C(F)(F)F)c3)CC2)n1	-3	-1	-1.0	0	1	-5	-14	-5	2
O=C(CNC1CCCCC1)NCC1(c2ccccc2)CCCC1	1	-2	0.8	-4	-3	-5	-3	-6	-2
